Source: PubChem (NCI)
All columns: NCI-60 one-dose screen, growth in % after 48 h at 10 µM unless noted; 100 = growth as untreated, 0 = no growth, -100 = all killed.
NCI/ADR-RES: NCI/ADR-RES ovarian cells; 81,000 compounds, 4.4% hits; AID 1794790
IGROV1: IGROV1 ovarian cancer. 79,000 compounds, 4.7% hits
ACHN: ACHN renal cancer. 81,000 compounds, 4.9% hits
CAKI-1: CAKI-1 renal cancer | 75,000 compounds, 4.7% hits
TK-10: TK-10 renal cancer cells | 81,000 compounds, 3.9% hits | AID 1794769
UO-31: UO-31 renal cancer; 81,000 compounds, 5.2% hits
786-0: 786-0 renal cancer cells | 81,000 compounds, 5.1% hits | AID 1794775
SN12C: SN12C renal cancer cells | 81,000 compounds, 3.8% hits | AID 1794767
* hit, by the source's call; / = not tested or not shown; & = joins results of further samples; ! = a repeat was not active. Rule for the calls: active = growth percent below 10; inactive = the rest.

SMILES	NCI/ADR-RES	IGROV1	ACHN	CAKI-1	TK-10	UO-31	786-0	SN12C
COc1cc(C(=O)c2cc(C(C)=O)c3c(C)cccn23)cc(OC)c1OC	98	98	98	84	108	76	91	81
Cn1c(O)c(C(=Nc2ccccc2N)c2ccccc2)c(=O)n(C)c1=O	92	86	91	103	95	106	86	95
CCOC(=O)c1[nH]n(-c2ccccc2)c(=O)c1C=NC(C)=S	99	108	96	100	115	92	99	96
C[C@H]1C=C(Br)[C@]2(CCCO2)C12CCCCC2	99	95	104	98	98	95	102	101
CC1(C)CC(=O)C2=C(C1)N(c1ccc(F)cc1F)C(N)=C(C#N)C2c1ccc(F)c(Br)c1 (configuration not stated)	98	99	102	94	114	83	104	99
O[C@H]1CO[C@H]2[C@@H]1OC[C@@H]2Oc1ccc(Nc2ccnc(Nc3ccc(O[C@H]4CO[C@H]5[C@@H]4OC[C@@H]5O)c(Cl)c3)n2)cc1Cl	74	-2.8*	20	27	29	6.1*	25	-2.7*
COc1ccc(-c2cn(Cc3ccc4c(Br)cc(Br)c(O)c4n3)nn2)cc1	102	57	-69*	62	91	-92*	104	100
CC[C@H](Nc1ncnc2nc[nH]c12)c1nc2cccc(NCc3ccc(C(=O)NO)nc3)c2c(=O)n1-c1ccccc1	106	31	97	/	59	87	59	39
CC1OC(C)(c2ccc(Cl)c(O)c2)OC1C (configuration not stated)	107	103	112	110	117	85	95	103
COc1ccc(/C=C\C(C)=N\NC(=O)c2ccncc2)cc1	98	107	106	93	102	84	103	101

Among those listed so far, 2 contain a Cl atom:
SMILES	NCI/ADR-RES	IGROV1	ACHN	CAKI-1	TK-10	UO-31	786-0	SN12C
O[C@H]1CO[C@H]2[C@@H]1OC[C@@H]2Oc1ccc(Nc2ccnc(Nc3ccc(O[C@H]4CO[C@H]5[C@@H]4OC[C@@H]5O)c(Cl)c3)n2)cc1Cl	74	-2.8*	20	27	29	6.1*	25	-2.7*
CC1OC(C)(c2ccc(Cl)c(O)c2)OC1C (configuration not stated)	107	103	112	110	117	85	95	103

Remaining list, next part.
SMILES	NCI/ADR-RES	IGROV1	ACHN	CAKI-1	TK-10	UO-31	786-0	SN12C
CC(=O)OC1CCC2(C)C(CCC3C2CC(OC(C)=O)C2(C)C(/C(C)=C/C=C(c4ccccc4)c4ccccc4)CCC32)C1 (configuration not stated)	107	100	99	/	103	89	97	97
COc1cc(OC)c(C2SCC(=O)N2Nc2ncnc3ccccc23)cc1OC (configuration not stated)	104	106	106	94	/	90	104	103
Cc1c(C(=O)N2CCN(c3ccccc3)CC2)[nH]c2ccc(Cl)cc2c1=O	118	97	96	89	99	88	93	/
COc1cc(-c2nnc(SCC(=O)Nc3ccc(/C(C)=N\O)cc3)o2)cc(OC)c1OC	96	100	98	94	95	97	97	/
CCn1cc(-c2ccnc(NCCNS(=O)(=O)c3cccc4ccccc34)c2)c(-c2cccc(OC)c2)n1	89	69	85	75	97	57	76	88
CC1CCCc2sc3nc(NNC(=O)c4cnccn4)n(-c4ccccc4)c(=O)c3c21 (configuration not stated)	5.4*	14&17	8.6*!	0.8*	38&30	5.7*	6.5*!	17&20
CCN(CC)CCCC(C)Nc1ccnc2cc(Br)ccc12 (configuration not stated)	101	96	107	95	106	74	90	94
CCn1c2ccccc2c2ccc(C(C)=O)cc21	101	111	98	94	105	106	102	114
O=C(c1nc2ccccc2[nH]1)C1C(c2cccs2)C2CSCN2[C@@]12C(=O)Nc1ccccc12 (some centres not stated)	102	90	103	90	106	76	100	97
Clc1ccc(-c2nn(-c3ccccc3)c3nccc(-c4ccccc4)c23)cc1	103	110	101	90	97	94	103	98
COc1cc(-c2ccc(NS(=O)(=O)c3ccccc3)c(OC)c2)ccc1NS(=O)(=O)c1ccccc1	88	108	91	95	112	85	98	88
O=[N+]([O-])c1cccc(-c2nc(-c3ccc(Cl)cc3Cl)cn2-c2ccccc2)c1	-1.5*	30	-52*	-69*	29	2.0*	-99*	12
C=CCOc1ccc(N=NC(C#N)C#N)cc1	103	53	36	26	63	41	79	86
Cc1ccc(C)c(COc2cc(NC(=O)c3ccc4c(c3)OCO4)ccc2N(C)S(C)(=O)=O)c1	-5.3*	/	29	16	54	/	6.5*	27
C=C1C(=O)O[C@H]2[C@H]1CC/C(C=Nc1c(N)cc(C(F)(F)F)cc1C(F)(F)F)=C\CC[C@@]1(C)O[C@@H]21	-23*	-46*	-89*	-59*	-41*	-90*	-66*	-43*
CN(C)C(=O)c1cccc([N+](=O)[O-])c1	113	111	100	97	/	104	98	106
COc1ccc(-c2nn(-c3ccccc3)cc2-c2nc3ccccc3s2)cc1	82	90	81	87	128	99	93	93
C=C(C)[C@@H]1CC[C@]2(C(=O)O)CC[C@]3(C)[C@H](CC[C@@H]4[C@@]5(C)C[C@@H](CC#Cc6ccc(Cl)cc6Br)[C@H](O)C(C)(C)[C@@H]5CC[C@]43C)[C@@H]12	89	91	54	56	57	61	64	56
CC[C@@H](C)/C=C(C)/C=C/C(=O)c1c(O)c(-c2ccc(OC(=O)[C@@]34CC[C@@](C)(C(=O)O3)C4(C)C)cc2)cn(O)c1=O	3.9*	-19*	9.6*	-27*	45	-26*	-32*	30
C=CC(=O)N1CC2(CC(n3nc(-c4ccc(Oc5ccccc5)cc4)c4c(N)ncnc43)C2)C1	42	11	5.3*	8.3*	/	15	36	17

Some of these compounds in order of count of non-hydrogen atoms, falling.
SMILES	NCI/ADR-RES	IGROV1	ACHN	CAKI-1	TK-10	UO-31	786-0	SN12C
C=C(C)[C@@H]1CC[C@]2(C(=O)O)CC[C@]3(C)[C@H](CC[C@@H]4[C@@]5(C)C[C@@H](CC#Cc6ccc(Cl)cc6Br)[C@H](O)C(C)(C)[C@@H]5CC[C@]43C)[C@@H]12	89	91	54	56	57	61	64	56
C=CC(=O)N1CC2(CC(n3nc(-c4ccc(Oc5ccccc5)cc4)c4c(N)ncnc43)C2)C1	42	11	5.3*	8.3*	/	15	36	17
COc1ccc(-c2nn(-c3ccccc3)cc2-c2nc3ccccc3s2)cc1	82	90	81	87	128	99	93	93
C=CCOc1ccc(N=NC(C#N)C#N)cc1	103	53	36	26	63	41	79	86

Further structures follow.
SMILES	NCI/ADR-RES	IGROV1	ACHN	CAKI-1	TK-10	UO-31	786-0	SN12C
COc1ccc(/C=c2\c(=O)n(-c3ccccc3)c3nn4c(n23)=NNC(N=Nc2ccc(Cl)cc2)=C4C)cc1	105	77	96	85	180	64	112	99
CCCCCC(=O)N1CCOCC1	106	103	101	97	109	88	99	95
CCN1C(=O)/C(=N\N=C(/C)c2ccc3c(c2)Nc2ccccc2S3)c2cc(Br)ccc21	46	44	60	40	80	47	70	46
O=C(c1ccccc1)C(Cc1ccccc1)c1ccccc1 (configuration not stated)	86	85	96	/	71	74	92	95
CCCCCCCCCCCCCCCCCCOc1ccccc1CC(=O)OCC[N+](C)(C)C	91	-61*	56	9.5*	18	61	21	10
COc1ccccc1/C=C/C(=O)c1nnn(-c2ccc(F)cc2)c1C	34	46	46	39	110	38	85	69
COC(=O)c1nc(-c2ccc(C)cc2)oc1S(=O)(=O)N1CCN(c2oc(-c3ccccc3)nc2C#N)CC1	103	106	100	97	111	94	102	100
Cn1c(=O)c2[nH]c(COc3ccccc3)nc2n(C)c1=O	109	88	99	106	104	93	107	105
Cn1c2ccc(Br)cc2c2c3c(c4c5cc(F)ccc5oc4c21)C(=O)NC3=O	98	77	98	87	142	79	100	106
CCOC(=O)OC(C)CNC(=O)C(C)OC(=O)OCC (configuration not stated)	104	112	104	90	109	100	102	104
Cc1ccc(NC(=O)c2ccc(CN3CCC(C)CC3)c(C(F)(F)F)c2)cc1Oc1ccc(-c2[nH]nc3ncnc(N)c23)cc1	113	104	106	98	111	95	101	98
COc1cc(C2=NN(c3ccc(Cl)cc3)C(c3cccc(Nc4ccnc5cc(Cl)ccc45)c3)C2)cc(OC)c1OC (configuration not stated)	72	67	89	/	79	51	91	86
Clc1ccc(/C=C/c2nc3ccccc3nc2N2CCN(c3ccccc3)CC2)cc1	104	94	104	97	149	92	102	101
Nc1cc(F)ccc1NC(=O)c1ccc(NC(=O)C/C=C/c2cccnc2)cc1	51	28	56	66	53	53	73	30
Nc1ccccc1SCc1cc2ccccc2[nH]c1=O	111	94	99	84	110	91	97	101
CCN1CCN(c2ccc3c4c(cccc24)C(=O)N(c2cccc(-c4nn(-c5ccccc5)cc4-c4nc5ccccc5s4)c2)C3=O)CC1	102	84	110	84	125	59	88	97
CCCCCCCCCCCCCCCCNC(=S)N/N=C/c1cccc2ccccc12	102	103	/	/	90	98	100	113
CCCCCN1C=C/C(=C\C(=O)N(C)c2ccc(Br)cc2)c2ccccc21	100	96	113	87	102	78	98	98
C#CCN(Cc1ccccc1OC)Cc1ccccc1Sc1ccccc1	96	90	107	75	93	84	89	111
CCOC(=O)NN	99	113	96	95	114	94	97	99

For convenience, 2 of the compounds above:
SMILES	NCI/ADR-RES	IGROV1	ACHN	CAKI-1	TK-10	UO-31	786-0	SN12C
COc1cc(C(=O)c2cc(C(C)=O)c3c(C)cccn23)cc(OC)c1OC	98	98	98	84	108	76	91	81
Cn1c(O)c(C(=Nc2ccccc2N)c2ccccc2)c(=O)n(C)c1=O	92	86	91	103	95	106	86	95

Next results.
SMILES	NCI/ADR-RES	IGROV1	ACHN	CAKI-1	TK-10	UO-31	786-0	SN12C
COc1cc(OC)cc(-c2ccc(-c3ccc(C(=N)N)o3)o2)c1	69	58	73	81	84	67	69	53
COc1ccc(/C=C\c2cccc(Cl)c2)cc1	109	104	101	84	103	91	/	102
CC1=CC(=O)CC(C)(C)[C@@]1(O)/C=C/[C@@H](C)O	96	107	109	97	108	95	102	105
O=C(CCCCCNC(=O)c1ccc[nH]1)Nc1ccccc1	106	104	103	91	90	92	96	98
N=C(N)n1c(N)nc2ccccc2c1=O	102	90	98	93	118	72	94	98
CC1=C/C(O)CC(=O)Cc2nc(co2)C(=O)N2CCC=C2C(=O)OC(C(C)C)C(C)/C=C\C(=O)NC/C=C\1 (configuration not stated)	109	3.6*	86	81	127	75	2.5*	88
CCCCCCCCCCCCCCCCCC(=O)OCC1(COC(=O)CCCCCCCCCCCCCCCCC)COC(CCCCCCCCCCCCCCCCC)=N1	103	93	91	92	115	77	103	95
Cc1cc([N+](=O)[O-])ccc1NC(=O)N(C)CCOC(=O)Nc1ccccc1	68	73	80	67	87	49	80	85
O=C(O)COc1cccc2cccnc12	105	105	110	106	88	90	102	98
OC(c1ccc(Cl)cc1)c1ccc(Cl)cc1	105&98	108&119	112&102	102&119	94&102	86&101	101&95	105&97

Looked up above:
O=C(O)COc1cccc2cccnc12 in UO-31: 90
O=C(CCCCCNC(=O)c1ccc[nH]1)Nc1ccccc1 in 786-0: 96

The list continues.
SMILES	NCI/ADR-RES	IGROV1	ACHN	CAKI-1	TK-10	UO-31	786-0	SN12C
CCOC1CCCCC1O (configuration not stated)	107	109	109	107	101	86	100	103
O=[N+]([O-])c1ccc(Br)o1	100	101	100	98	96	90	99	/
COc1ccc(OC)c(/C=C2/C(=O)/C(=C/c3cc(OC)ccc3OC)C3CCC2N3C)c1	85	97	97	91	100	67	90	88
CCN1C(=S)N([C@H](C)c2ccccc2)[C@@H]2NC(=S)N[C@@H]21	101	105	106	86	101	87	105	93
CC(=O)C1C(=O)OC2C3C=CC(C3)C2C1=O (configuration not stated)	/	93	99	99	113	85	109	102
c1ccc(Cc2cccc[n+]2C(c2ccccc2)c2ccccc2)cc1	104	62	95	94	63	83	86	71
C=CCNC(N)=O	110	115	108	76	102	87	105	105
Cn1cc(-c2noc(-c3cn(C)c4ncc(F)cc34)n2)c2cc(Cl)ccc21	68	52	10	43	28	53	9.1*	41
COc1ccc(CNC(=O)c2ccc(Nc3ccc(Cl)nn3)cc2)cc1	105	101	109	/	92	93	84	95
O=C(NCn1c(=O)[nH]c2ccccc2c1=O)N1CCN(C(=O)NCn2c(=O)[nH]c3ccccc3c2=O)CC1	90	106	96	92	106	94	89	102
